# Screening data: PubChem BioAssay, Broad Institute
# Rtt109 Vps75: inhibitors of Candida albicans Rtt109/Vps75 histone acetyltransferase; hit rate 0.16% among 330,000; purified Rtt109/Vps75, ThioGlo CoA-SH fluorescence, 4 h; Q5AAJ8; AID 540336; inhibition, % at 34.9 µM;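 active means inhibition of at least 50% in every replicate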
# Target sequence (Q5AAJ8 whole entry, looked up): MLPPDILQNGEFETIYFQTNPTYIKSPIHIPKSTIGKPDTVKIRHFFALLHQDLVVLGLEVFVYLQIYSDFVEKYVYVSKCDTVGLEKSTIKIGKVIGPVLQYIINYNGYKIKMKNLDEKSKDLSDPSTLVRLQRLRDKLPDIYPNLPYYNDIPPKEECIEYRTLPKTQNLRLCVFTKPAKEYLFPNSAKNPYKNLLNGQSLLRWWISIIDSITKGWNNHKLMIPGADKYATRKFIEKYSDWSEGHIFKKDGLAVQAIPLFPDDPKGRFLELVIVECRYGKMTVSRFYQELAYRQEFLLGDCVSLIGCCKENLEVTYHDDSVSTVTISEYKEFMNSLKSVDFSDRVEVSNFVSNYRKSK
# PfHsp90 yeast 2: reduces growth (ATP signal) of yeast expressing P. falciparum Hsp90 | S. cerevisiae expressing PfHsp90, BacTiter-Glo ATP, 48 h; yeast lacking PDR1 and PDR3 efflux regulators | inhibition, % at 9.4 µM | hit rate 0.32% among 310,000;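 active means every replicate shows inhibition above about 80%, whatever the replicate mean, limit read from the data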;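 further: 0% = DMSO neutral controls and 100% = 20 µM radicicol positive controls; yeast relying on Plasmodium falciparum Hsp90 in place of its own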
# SR-BI DiI-HDL act: SR-BI HDL lipid transfer activation. CHO ldlA[mSR-BI] cells, DiI-HDL uptake fluorescence, 3 h; 100 = double the neutral-control signal. activation, % at 12.5 µM. hit rate 0.096% among 320,000;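 active means mean replicate activation of at least 60% and every replicate at or above 60%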;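 further: 0% = median plate neutral-control signal and 100% = twice that signal; values of inactives mirror those of a sister screen read the other way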
#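 Assay system: CHO ldlA[mSR-BI] cells, LDL receptor-null, SR-BI overexpressing; medium: Ham's F12 with 0.5% BSA, HEPES 25 mM, pH 7.4; also added: DiI-HDL 10 µg/mL; timing: 3 h uptake period with compound, 37 °C; signal: DiI fluorescence, bottom read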
# SR-BI DiI inh: mouse SR-BI HDL lipid transfer inhibition | ldlA[mSR-BI] CHO cells, DiI-HDL uptake fluorescence, 3 h | inhibition, % at 12.5 µM | hit rate 0.96% among 320,000;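 active means mean replicate inhibition of at least 70% and a set share of replicates each scoring 70 or more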;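 further: 0% = median of neutral control wells and 100% = median of positive control wells; values of inactives mirror those of a sister screen read the other way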
# NSD2 inh: inhibitors of human histone methyltransferase NSD2; AID 743445; hit rate 0.54% among 310,000; inhibition, % at 12.5 µM; NSD2 peptide methylation, AlphaScreen, 120 min; in the data active means inhibition above about 50%
# MITF act: increases MITF-driven TRPM1 promoter luciferase signal; activation, % at 12.5 µM; AID 588334; SK-MEL-5 TRPM1-promoter luciferase, 24 h; % of positive control, neutral wells = 0; hit rate 0.75% among 300,000;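 active means mean activation of at least 80% with every replicate also reaching 80%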;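 further: 0% = neutral control wells and 100% = parthenolide positive control wells; values of inactives mirror those of a sister screen read the other way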
# CAL PDZ FP-1: blocks peptide binding to human CAL PDZ domain. hit rate 0.02% among 330,000. purified CAL PDZ, TMR-peptide fluorescence polarization, 1 h. AID 504414. inhibition, % at 20 µM. Q9HD26;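 active means highest replicate inhibition of at least 40%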;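 further: plate controls were DMSO neutral control wells for no effect and unlabeled competitor peptide control wells for full effect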
#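 Test system: tagged CAL PDZ domain / Buffer or medium: sodium phosphate/NaCl buffer pH 7.4 with TCEP, IgG, Thesit / Reagent: TMR-labelled reporter peptide T*-PRC34 bound in PDZ groove / Compound dosing: single point, 20 µM / Schedule: 1 h incubation at room temperature before polarization reading / Technique: fluorescence polarization (mP) / Benchmarks: unlabelled peptide, DMSO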
# CAL PDZ FP-2: blocks peptide binding to the human CAL PDZ domain. Q9HD26. purified CAL PDZ, TMR-peptide fluorescence polarization, 1 h. inhibition, % at 24.9 µM. hit rate 0.92% among 300,000. AID 602252;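 active means mean inhibition of at least 30% with at least half of replicates also reaching 30%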;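 further: 0% = DMSO neutral control and 100% = excess unlabeled competitor peptide PRC23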
# dFosB activator: enhances mouse delta FosB homodimer DNA binding; hit rate 0.99% among 340,000; purified delta FosB, TAMRA-CDK5 oligo fluorescence polarization; percent of positive-control signal above neutral wells; P13346; activation, % at 25 µM; AID 493131;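 active means mean activation above about 17%, with every replicate also reaching it, limit read from the data, passing the limit was not always enough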;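 further: fluorescence polarization rise as delta FosB binds a TAMRA Cdk5 AP-1 oligo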
# Target sequence (P13346 whole entry, looked up): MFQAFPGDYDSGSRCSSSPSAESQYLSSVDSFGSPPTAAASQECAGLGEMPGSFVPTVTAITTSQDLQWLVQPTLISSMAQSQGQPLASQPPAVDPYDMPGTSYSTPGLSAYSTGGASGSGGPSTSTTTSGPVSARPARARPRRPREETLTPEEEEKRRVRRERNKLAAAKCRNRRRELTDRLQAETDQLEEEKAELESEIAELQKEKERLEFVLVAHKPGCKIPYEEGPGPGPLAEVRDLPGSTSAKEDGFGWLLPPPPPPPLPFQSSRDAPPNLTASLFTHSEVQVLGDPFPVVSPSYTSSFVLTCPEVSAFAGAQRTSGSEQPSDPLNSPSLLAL
# PvdQ inh: blocks Pseudomonas aeruginosa PvdQ acylase activity; purified PvdQ acylase, fluorescence plate reader; inhibition, % at 10 µM; hit rate 0.063% among 340,000; AID 488965; in the data active means inhibition above about 30%, passing the limit was not always enough;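 further: 0% = vehicle neutral wells and 100% = reference inhibitor wells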
# An asterisk follows results filed as active; x = no result given.
SMILES,Rtt109 Vps75,PfHsp90 yeast 2,SR-BI DiI-HDL act,SR-BI DiI inh,NSD2 inh,MITF act,CAL PDZ FP-1,CAL PDZ FP-2,dFosB activator,PvdQ inh
CCCCCn1c(SCC(=O)CC(=O)OCC)nc2cc(C(=O)N3CCC(C(N)=O)CC3)ccc2c1=O,2.1,-16.0,20.3,-20.3,3.7,-6.4,-2.1,-6.8,-15.4,-6.8
CCCCOc1ccc(CNC(=O)NS(=O)(=O)c2ccc(OCC)cc2)cc1,15.9,-10.2,19.4,-19.4,1.5,-2.3,0.0,2.7,1.1,1.4
COc1ccccc1NC(=O)COc1ccc(Br)cc1CNC1CCCC1,-5.8,-17.9,9.9,-9.9,3.6,5.7,-2.6,-0.8,-2.9,-3.5
CSCCC1NC(=O)C(C(C)=Nc2ccccc2)=C1O (stereo unspecified),2.1,1.1,-20.8,20.8,0.1,13.1,0.8,-2.8,2.0,-12.5
Cn1c(SCC(=O)c2ccc(O)c(O)c2)nnc1-c1ccccc1,-1.0,22.1,1.3,-1.3,2.6,0.5,0.6,-2.1,0.4,-7.7
CC(C)CCN1CCNC(=O)C1CC(=O)Nc1ccc(F)cc1 (stereo unspecified),x,x,5.4,-5.4,-0.6,x,-1.2,-2.6,-1.8,11.2
Cc1ccccc1NS(=O)(=O)c1ccc(C(=O)NCC(c2ccco2)N2CCCCC2)cc1 (stereo unspecified),-5.6,-9.9,23.1,-23.1,-6.4,-7.4,-2.7,-4.8,-9.9,-13.9
CCCNC(=O)c1cc(-c2ccco2)on1,-4.7,x,20.0,-20.0,0.5,-2.5,0.6,x,0.6,-3.0
Cc1ccc(/C=C/C(=O)OCC(=O)NC(=O)NCc2ccccc2)cc1,3.4,-10.8,14.9,-14.9,-1.9,12.6,-1.5,-2.9,1.4,-17.7
CC(=O)N1c2ccc(S(=O)(=O)NCC3CCC(C(=O)N4CCC(C)CC4)CC3)cc2CC1C (stereo unspecified),4.6,3.9,-31.2,31.2,0.3,3.9,-0.7,3.5,-5.4,-10.6
C=CCN1C=C2C(=O)C(C)(OC(=O)c3cnc4ccccc4n3)C(=O)C=C2C=C1/C=C/COC (stereo unspecified),-3.9,x,16.9,-16.9,x,1.3,-0.4,-2.1,-0.5,-5.4
Cc1ccc(O)c(N=Cc2sc3ccccc3c2Cl)c1,7.1,-13.6,10.8,-10.8,1.4,4.9,0.0,x,-2.5,-0.1
CCCCN(C(=O)c1ccc2c(c1)OCO2)C1CCS(=O)(=O)C1 (stereo unspecified),-4.0,-13.0,20.2,-20.2,x,-11.3,-1.8,-2.4,-7.1,-5.5
Cc1c(C(=O)N2CCCCC2)c(S(=O)(=O)NCc2ccccc2Cl)c(C)n1C,-4.8,1.9,13.2,-13.2,3.5,-0.6,-1.8,37.8*,-8.0,-15.1
CCOc1ccc(NC(=O)CCC(=O)N/N=C/c2ccc([N+](=O)[O-])s2)cc1,-0.2,-63.0,3.4,-3.4,2.4,-60.5,-2.6,0.5,8.8,-8.9
COc1ccc(C(=O)N/N=C/c2cccnc2)cc1,-2.9,15.1,-8.6,8.6,-3.2,22.4,1.0,-0.5,-10.2,-16.7
O=C(CN1CCc2ccccc2C1)Nc1ccc(Br)cc1,x,x,-7.3,7.3,-4.3,x,-3.0,-1.2,-1.6,-10.7
CN(C(=O)COC(=O)/C=C/c1ccc(Cl)c(Cl)c1)c1c(N)n(Cc2ccccc2)c(=O)[nH]c1=O,-0.4,-1.1,-17.1,17.1,0.7,13.0,-1.3,-1.9,5.5,-4.9
O=C(NCCSc1ccccn1)c1ccc(Cl)cc1,8.4,16.0,2.2,-2.2,-4.0,69.1,-0.1,0.8,-0.3,-1.5
CC(C)SC1=NC(C)(C)C=C(/C=C/c2ccc(Cl)cc2Cl)N1,-1.5,3.7,-47.2,47.2,x,-11.1,1.6,-2.7,-5.5,-9.9
COCCCn1c(SCC(N)=O)nnc1-c1ccccc1,-10.3,13.1,19.4,-19.4,-1.9,13.1,-2.6,-3.6,6.0,-15.8
O=c1c(-c2ccccc2)n[nH]c2ccccc12,-25.0,-3.2,-4.8,4.8,-2.1,48.8,-2.0,-3.2,-8.4,-3.9
COc1ccc(CCNC(=O)c2sc(=S)n(C)c2N)cc1,-2.5,-122.0,-35.6,35.6,-1.7,13.7,-1.4,-4.0,-6.3,-3.9
CC(=O)Nc1cc(C(=O)N(C)Cc2ccco2)ccc1Sc1ccc(Cl)cc1,10.1,-1.7,30.8,-30.8,0.8,-1.9,0.1,1.1,-2.3,-13.9
Cc1ccc(S(=O)(=O)n2ccc3c(OCCOCCSCC(NC(=O)OC(C)(C)C)C(=O)O)cccc32)cc1 (stereo unspecified),-6.9,7.6,2.1,-2.1,2.7,-2.4,1.5,-3.1,-17.2,0.2

# Brought forward from above: three entries; new compounds follow.
SMILES,Rtt109 Vps75,PfHsp90 yeast 2,SR-BI DiI-HDL act,SR-BI DiI inh,NSD2 inh,MITF act,CAL PDZ FP-1,CAL PDZ FP-2,dFosB activator,PvdQ inh
COc1ccc(CCNC(=O)c2sc(=S)n(C)c2N)cc1,-2.5,-122.0,-35.6,35.6,-1.7,13.7,-1.4,-4.0,-6.3,-3.9
CC(=O)Nc1cc(C(=O)N(C)Cc2ccco2)ccc1Sc1ccc(Cl)cc1,10.1,-1.7,30.8,-30.8,0.8,-1.9,0.1,1.1,-2.3,-13.9
Cc1ccc(S(=O)(=O)n2ccc3c(OCCOCCSCC(NC(=O)OC(C)(C)C)C(=O)O)cccc32)cc1 (stereo unspecified),-6.9,7.6,2.1,-2.1,2.7,-2.4,1.5,-3.1,-17.2,0.2
CC(Nc1ccc(F)cc1F)C(=O)NC(=O)NC1CCCCC1 (stereo unspecified),2.4,-28.2,19.7,-19.7,-2.7,3.0,0.1,-2.1,-11.2,-10.7
CCN(CC)S(=O)(=O)c1ccc2c(c1)c(=O)c(C(=O)NCCc1ccc(OC)c(OC)c1)cn2C,7.3,-7.4,-20.3,20.3,0.2,-4.0,-0.8,-4.3,-10.9,1.5
CCOC(=O)N/N=C/c1cccc(Cl)c1Cl,-3.9,-6.3,7.5,-7.5,-4.5,36.7,-2.0,-7.4,-5.7,-0.5
Cc1nnsc1C(=O)Nc1cccc(Cl)c1,-2.9,10.2,5.9,-5.9,-1.2,-3.8,-0.6,73.8*,3.5,-5.7
COc1ccc(OCCOC(=O)CCS(=O)(=O)c2ccc(C)cc2)cc1,4.0,19.8,-1.5,1.5,-4.2,15.1,-3.0,-3.6,-0.4,15.3
Brc1ccc(-c2nnc(-c3ccccc3)o2)o1,4.4,23.4,5.4,-5.4,0.7,48.3,-0.3,x,-12.8,-3.3
COc1ccccc1C(c1nnnn1CCc1ccccc1)N1CCCCCC1 (stereo unspecified),5.3,-12.0,-26.3,26.3,-1.8,-3.6,-0.5,-3.4,-1.8,-15.2
CCc1ccc(N(CC(=O)Nc2nc3ccc(C)cc3s2)S(=O)(=O)c2c(C)noc2C)cc1,-7.0,-17.3,-23.8,23.8,x,14.2,-1.1,x,-1.8,-11.2
O=C(NC(=O)N1CCCc2ccccc21)c1ccccc1,-5.5,x,18.3,-18.3,1.3,-14.6,-0.5,1.3,1.6,3.4
CCN1C(=O)[C@@H]2[C@@H](c3ccc(-c4ccc5c(c4)OCO5)c(OC)c3)N3CCCC[C@@]3(C(=O)OC)[C@@H]2C1=O,4.5,-3.5,5.4,-5.4,x,-5.5,-1.6,-1.8,-4.1,-9.3
Cc1cc(C)nc(NC(=NCCc2c[nH]c3ccccc23)NC(=O)Nc2ccc(Cl)cc2)n1,-3.0,9.5,x,x,-0.4,8.0,-1.0,-4.1,1.8,-7.5
CC(=O)c1ccc(NC(=O)CN2CCC(C(=O)c3ccc4c(c3)OCCO4)CC2)cc1,-3.6,-41.1,x,x,-1.9,-1.5,-4.1,-3.8,-0.2,-7.2
C/C(=N\NC(=S)NCCc1ccccc1)c1cccc(Br)c1,-0.4,-24.9,1.1,-1.1,2.6,11.4,0.1,x,0.8,3.0
COc1ccccc1NS(=O)(=O)c1cccc(C(=O)N/N=C/c2cn(-c3ccccc3)nc2-c2ccccc2)c1,3.8,-2.8,-36.7,36.7,0.1,23.5,-3.1,-3.2,2.8,-9.5
N#Cc1ccc(C23CC4(C2)[C@H](CN(Cc2ccc(-c5ccccc5)cc2)[C@@H]4c2ccccc2)C3c2ccccc2)cc1 (stereo partly specified),-0.5,9.8,15.7,-15.8,x,-6.1,-0.8,-0.5,6.9,-0.1
Cc1ccc(C)c(OCCCCN2CCCCC2)c1,-2.5,-0.2,16.3,-16.3,3.3,x,-0.9,-1.1,5.4,-3.8
O=C(NCc1cccnc1)c1c(F)c(F)c(F)c(F)c1F,11.1,7.0,2.7,-2.7,3.0,x,-1.7,-5.0,-1.7,-13.6
CSC1=NCCN1C(=O)c1ccco1,1.4,20.5,x,x,x,5.0,0.1,0.6,2.9,-12.3
CCOc1ccc2oc(C(=O)OCC(=O)NCc3ccc(OC)cc3)c(C)c2c1,-6.1,5.2,3.7,-3.7,4.3,2.1,-0.6,3.6,-2.1,-4.7
Nc1c(C(=O)NCC2CCCO2)c2nc3ccccc3nc2n1-c1ccccc1 (stereo unspecified),3.2,x,-14.2,14.2,-19.2,6.4,-0.1,-1.6,1.8,-7.7
O=C(NCCCN1CCCC1=O)c1ccccc1NS(=O)(=O)c1ccc(Br)cc1,-1.7,-26.5,x,-9.7,-4.6,0.7,-0.4,-2.5,10.1,-0.9
O=C(O)COc1ccccc1/C=N/NC(=O)CSc1nc2ccccc2s1,0.9,0.6,22.7,-22.7,0.3,9.6,-4.2,-13.3,-10.3,-20.2
O=C(NC1CCCCC1)C(c1ccc(F)cc1)N(Cc1ccco1)C(=O)c1ccccn1 (stereo unspecified),19.1,18.0,2.4,-2.4,0.2,4.7,-2.5,-1.5,-5.2,-1.7
O=CN1CCN(C(=O)c2cccc([N+](=O)[O-])c2)CC1,2.2,7.9,32.3,-32.3,-0.7,-5.1,-0.3,-8.9,2.8,-8.2
Cc1ccc(CSCC(=O)NCCc2ccccc2)cc1,-4.4,-18.3,-3.5,3.5,-2.6,-0.3,-3.0,-3.7,0.4,-8.8

# Molecules listed so far containing a thiophene ring, fused or not:
SMILES,Rtt109 Vps75,PfHsp90 yeast 2,SR-BI DiI-HDL act,SR-BI DiI inh,NSD2 inh,MITF act,CAL PDZ FP-1,CAL PDZ FP-2,dFosB activator,PvdQ inh
Cc1ccc(O)c(N=Cc2sc3ccccc3c2Cl)c1,7.1,-13.6,10.8,-10.8,1.4,4.9,0.0,x,-2.5,-0.1
CCOc1ccc(NC(=O)CCC(=O)N/N=C/c2ccc([N+](=O)[O-])s2)cc1,-0.2,-63.0,3.4,-3.4,2.4,-60.5,-2.6,0.5,8.8,-8.9
